Screening results as filed in PubChem BioAssay.
MCF10A rerep: A quantitative high throughput screen for small molecules that induce DNA re-replication in MCF 10a normal breast cells; 2.9% of 350,000 active; Potency, µM (top dose mostly 46.1 µM), inactives show top-dose activity, positive = re-replication, actives largely listed as activators; AID 624296, 2012; MCF 10A DNA re-replication, Hoechst nuclear intensity, 48 h; also: potency is read from the fitted curve at half-maximal effect; % of control where 0% means no effect; nearly all actives have a fitted effect of over 50% in size
HepG2 tox: qHTS for Inhibitors of TGF-b: Cytotox Counterscreen. 0.76% of 410,000 active. AID 588856, 2011. Potency, µM (top dose mostly 46.1 µM), inactives show at the highest dose activity change, negative = cytotoxicity, most hits filed as cytotoxic. HepG2 CAGA-GFP viability, ATP luminescence, 18 h; also: potency is read from the fitted curve at half-maximal effect; some results filed as inactive show a strong effect at the top dose
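CellTiter-Glo luminescence gave cytotoxicity after 18 hours at 37 degrees C. The cells were HepG2 CAGA-GFP in 1% FBS DMEM, stimulated with 500 pg/mL TGF-beta after compound addition. %Activity was normalised to no-cell wells (complete cell-killing) and DMSO (no toxicity), and curves were fitted and classified.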
Nrf2 inh: Nrf2 qHTS screen for inhibitors. A549 ARE-Fluc reporter, luciferase luminescence, 18-24 h. Potency, µM (titrated, usually from 46 µM), for inactives: at the highest dose activity change, negative = inhibition, most hits filed as inhibitors. 2.1% of 360,000 active. AID 504444, 2011; also: potency is read from the fitted curve at half-maximal effect; % is scaled to controls: 0 for no effect and ±100 for the full control effect; nearly all actives have a fitted effect of over 60% in size
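Nrf2 activity is the BugLite luminescence, read 15 min after reagent at room temperature, following CellTiter-Fluor cytotoxicity readout (30 min, 37C). Compound titrations were applied for 18-24 h to 5000 A549 ARE_Fluc cells/well in 5% FBS OPTI-MEM.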
ATXN2 expr inh: Primary qHTS for Inhibitors of ATXN expression; HEK-293 ATXN2-luciferase reporter, luminescence, 24 h; AID 1745845, 2022; 0.72% of 360,000 active; Potency, µM (series often up to 57 µM), for inactives: at the top dose activity change, negative = inhibition, hits mostly inhibitors; also: potency is read from the fitted curve at half-maximal effect; % is scaled to controls: 0 for no effect and ±100 for the full control effect; nearly all actives have a fitted effect of over 55% in size
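ATXN2-luciferase reporter cells (luciferase flanked by upstream and downstream ATXN2 gene portions) were treated 24 h at 37 °C with compounds at up to 57 uM. SteadyGlo luminescence gave expression; GF-AFC fluorescence gave viability.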
A549 tox: Nrf2 qHTS screen for inhibitors: counterscreen for cytotoxicity. A549 ARE-Fluc cells, CellTiter-Fluor viability, 18-24 h. Potency, µM (series often up to 46 µM), for inactives: top-dose activity change, negative = cytotoxicity, most hits filed as inhibitors. 0.16% of 390,000 active. AID 504648, 2011; also: potency is read from the fitted curve at half-maximal effect; % is scaled to controls: 0 for no effect and ±100 for the full control effect
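A549 ARE-Fluc cells in 5% FBS OPTI-MEM, 5000 cells/well, rested 2 h then exposed to compounds in concentration-response for 18-24 h at 37 °C. Viability by CellTiter-Fluor fluorescence (Ex 405/Em 525) after 30 min; luciferase luminescence (BugLite, 15 min, RT) read afterwards.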
S2 tox: Viability Counterscreen for Primary qHTS for Inhibitors of ATXN expression; S2 cells (HEK-293 line with an ATXN2-luciferase reporter) viability, CellTiter-Fluor protease fluorescence, 24 h; Potency, µM (highest dose often 56.7 µM), actives largely listed as cytotoxic; 0.49% of 400,000 active; AID 651635, 2014; also: potency is read from the fitted curve at half-maximal effect; nearly all actives have a fitted effect of over 40% in size
IL-1B inflam inh: qHTS for Inhibitors of Inflammasome Signaling: IL-1-beta AlphaLISA Primary Screen; 4.7% of 360,000 active; THP-1 LPS/ATP IL-1B secretion, AlphaLISA, 16 h; hits give low values; AID 743279, 2014; activity change, % at 57.5 µM; in the data active = activity change below about -50%; inconclusive = mostly about -30% to -49%; also: % is scaled to controls: 0 for no effect and ±100 for the full control effect
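THP-1 cells pretreated 1 hr with compounds (up to 57.5 uM final), then stimulated with LPS (250 ng/mL final) plus ATP (1.25 mM final); secreted IL-1B measured by AlphaLISA after 16 hr, decreased signal indicating inhibition.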
Nrf2 activator: qHTS of Nrf2 Activators. AREc32 ARE-luciferase reporter (MCF7-derived line), luminescence, 24 h. Potency, µM (series often up to 46.1 µM), for inactives: at the highest dose activation, usual class: activators. 0.31% of 410,000 active. AID 624171, 2012; also: potency is read from the fitted curve at half-maximal effect; % of control where 0% means no effect; nearly all actives have a fitted effect of over 65% in size
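For detection, Steady-Glo was added and plates sat 30 min at RT; before that, AREc32_Fluc cells grown overnight in OPTI-MEM/5% FBS had been treated with 23 nL compound for 24 hr at 37 deg C.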
TGFb SMAD3 inh: qHTS for Inhibitors of TGF-b. 1.2% of 410,000 active. HepG2 CAGA-GFP TGF-b/SMAD3 reporter, GFP fluorescence, 18 h; TGF-beta stimulated, 500 pg/mL final. Potency, µM (titrated, usually from 46.1 µM), for the others: at the top dose activity, negative = inhibition, hits mostly inhibitors; also: potency is read from the fitted curve at half-maximal effect; % is scaled to controls: 0 for no effect and ±100 for the full control effect; nearly all actives have a fitted effect of over 65% in size
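Smad-responsive CAGA-GFP expression was quantified in HEPG2 cells exposed to compounds and 500 pg/mL final TGF-beta for 18 h at 37 degrees C; unstimulated wells defined full inhibition.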
* marks the source's active call; other numbers are inactive results; i = inactive; ? = inconclusive; nt = no result given; [ ] = another dose, or the depositor's remark. Unless noted, calls follow the shape of the dose curve; as a rule, active = well fitted curve in the direction sought with a large enough effect; inconclusive = small, poorly fitted or top-dose-only effect, or another doubt; inactive = no such curve, though single readings can be large; an effect the other way counts as inactive or inconclusive.

SMILES | MCF10A rerep | HepG2 tox | Nrf2 inh | ATXN2 expr inh | A549 tox | S2 tox | IL-1B inflam inh | Nrf2 activator | TGFb SMAD3 inh
CCc1ccc(/C=C2\SC(=S)N(CCCC(=O)Nc3nccs3)C2=O)cc1 | -3% | 5% | 4% | ? | 0% | i | 17 | -3.0% | 3%
CC1(C)C2CC[C@]3(C)C(CC=C4[C@@H]5C[C@@](C)(CO)CC[C@]5(C(=O)O)CC[C@]43C)[C@@]2(C)CC[C@@H]1O (stereo not given in full) | -9% | -4% | 1% | 8% | 3% | i | 9 | -1.1% | 10%
Oc1oc(-c2ccccc2)nc1C=NCc1ccncc1 | -2% | -2% | 2% | 11% | -8% | i | 43 | 0.2% | -1%
CC(C)(C)c1ccc(S(=O)(=O)NC(=O)C2(C)CCN2C(=O)Cc2ccc(Cl)cc2Cl)cc1 (stereo not given) | nt | -12% | nt | 9% | nt | i | 43 | 0.4% | 19%
CCN(CC)C(=O)C1CCCN(c2ncnc3onc(C)c23)C1 (stereo not given) | nt | -8% | -6% | 9% | 5% | i | nt | -1.5% | -12%
O=C(COC(=O)CCC(=O)c1ccc(F)cc1)Nc1ccc2[nH]c(=O)[nH]c2c1 | -3% | 3% | -4% | 4% | 2% | i | 19 | -0.6% | -8%
O=C(CSc1nccn1Cc1ccc(F)cc1)Nc1nc2ccccc2s1 | nt | -20% | nt | ? | 12% | i | nt | -0.5% | ?
CCC(=O)N1Cc2cc(C(=O)Nc3nccs3)nc(-c3cccc(-c4ccccc4OC)c3)c2[C@H]1CCO | nt | nt | nt | ? | nt | ? | ? | 3.5% | nt
COc1ccc2c(c1)CCc1cn3nc(C)cc3nc1-2 | ? | -43% | 25% | -21% | 5% | nt | 39 | 3.4% | 4%
O=C(C1CCCN(S(=O)(=O)c2cccc3nonc23)C1)N1CCN(c2ccccc2)CC1 (stereo not given) | 2% | 0% | ? | -1% | 13% | i | -51* | -0.5% | -9%
Cc1ccccc1C(=O)Nc1ccccc1NC(=O)c1ccccc1C | 7% | -6% | 6% | -15% | 2% | i | -5 | 0.2% | -4%
O=c1[nH][nH]c2cc(=O)n(-c3ccc(Cl)cc3)nc12 | 2% | -4% | -13% | -13% | -9% | i | 22 | 0.6% | -8%
Cc1noc(NS(=O)(=O)c2ccc(NC(=O)CCCOc3ccc(Cl)cc3Cl)cc2)c1C | 11% | -2% | 9% | -11% | 1% | i | 18 | -0.2% | -7%
O=C(NCc1ccc(N2CCCC2=O)cc1)Nc1ccccc1 | -11% | -2% | 4% | 19% | -4% | i | 9 | -0.7% | -3%
COC(=O)C1=C(C(=O)OC)[C@@H]2N(C)c3ccccc3[C@@]23C[C@@H](CO)N(C(=O)NCCBr)C3=N1 | -9% | -18% | -10% | -1% | -4% | i | -20 | -0.2% | -13%
O=C1C=C(c2ccc(-c3ccccc3)cc2)C[C@@H](c2ccc(Cl)cc2)C1 | 11% | 3% | 2% | 2% | -2% | i | -4 | -0.4% | -1%
COCc1cc(=O)[nH]c(=S)[nH]1 | 4% | 4% | -1% | -4% | -8% | ? | 4 | -0.4% | -12%
Cc1ccc(N2CCN(CCCCN3C(=O)C4CCCN4C3=O)CC2)cc1 (stereo not given) | -1% | -23% | 0% | -19% | -3% | ? | 18 | -2.2% | -8%
C=CCn1cc(C(=O)OC)c(=O)c2cc(S(=O)(=O)N(CC)CC)ccc21 | 4% | 2% | 1% | 8% | -6% | i | 8 | -0.3% | 0%
Cc1ccc(-n2ncc(C(=O)NCCN3CCc4ccccc4C3)c2C2CCN(C(=O)OC(C)(C)C)CC2)cc1C | nt | -95% | ? | nt | -11% | nt | nt | 0.3% | -16%
COc1ccc(CCNCC(O)COc2cccc(Br)c2)cc1 (stereo not given) | ? | 13µM* | ? | ? | 7% | i | -59* | 1.6% | -37%
O=C(CN1CCc2ccccc2C1)Nc1ccc(F)cc1F | -2% | -18% | -8% | 7% | -5% | i | 2 | -0.4% | -3%
COc1cc(C(=O)NNC(=O)c2cccn2C)cc(OC)c1OC | 1% | 5% | 9% | 2% | -3% | ? | 1 | 0.2% | 14%
CCn1c(-c2ccccc2)ccc(C#N)c1=O | -179%[0.0737 µM] | -3% | -7% | -9% | -10% | i | 14 | 27% | 5%
C[C@@H]1CN([C@@H](C)CO)C(=O)CCCn2nncc2CO[C@H]1CN(C)Cc1cccc2c1OCCCO2 | nt | -17% | nt | -8% | nt | i | 15 | -0.8% | -1%
Cc1ccc2[nH]c(=O)c(CN(Cc3ccccc3Cl)C(=O)N3CCOCC3)cc2c1 | -3% | -25% | ? | 2% | -8% | i | ? | 0.5% | 13%
COc1ccccc1CNC(=O)CCCn1nc(C)c2c(C)n(-c3ccccc3)nc2c1=O | 0% | 1% | -14% | -6% | 3% | i | ? | 0.8% | -8%
CCN(c1ccccc1)S(=O)(=O)c1ccc(OC)c(NC(=O)c2cc(Cl)ccn2)c1 | 18% | -1% | 10% | 3% | -1% | i | 9 | 0.9% | -6%
CCC(C)[C@H]1CNCCN1CCc1cccc(F)c1 (stereo not given in full) | 25% | -2% | 14% | -12% | 4% | i | -12 | 4.0% | 19%
Cc1noc(C)c1CN1C(=O)NC2(CCc3ccccc3C2)C1=O (stereo not given) | -13% | -2% | -31% | 2% | -9% | i | 4 | 0.2% | -2%
Cc1ccc(C)c(OCc2cc(C(=O)NC3CCOC(C)(C)C3)no2)c1 (stereo not given) | 2% | 0% | 4% | 28% | -2% | i | 0 | 0.3% | ?
Cc1nn(C(C)C(=O)Nc2ccccc2Cl)c(=O)c2nn(-c3ccccc3)c(C)c12 (stereo not given) | 0% | -7% | -3% | 26% | 0% | i | 0 | -0.4% | 1%
CC(CNC(=O)Cn1ccc2cc(S(=O)(=O)N3CCCCCC3)ccc21)c1ccccc1 (stereo not given) | nt | 22% | 21µM* | 0% | -1% | ? | nt | -0.7% | -19%
CCOC(=O)c1[nH]c(COC(=O)c2ccccc2NC(=O)c2ccco2)c(C(=O)OCC)c1C | ? | 6% | 4% | 17% | -10% | i | -2 | -0.6% | 9%
CC(C)NC(=O)c1cc(C2CCCCN2C(=O)c2ccccc2)on1 (stereo not given) | nt | 3% | nt | 15% | nt | i | 30 | -1.1%[9.22 µM] | 18%
Cc1nc(-c2ccccn2)sc1C(=O)Nc1ccc(F)cc1F | -2% | -43% | 4% | 35% | -4% | i | 3 | 8.4% | -20%
CCCCCC(=O)Nc1ccc(N2CCN(C(=O)CCC)CC2)cc1 | 1% | -1% | nt | 12% | 0% | i | 21 | -0.8% | -7%
O=C(Nc1nnc(SCc2cccnc2)s1)C1CC(=O)N(c2ccccc2)C1 (stereo not given) | -1% | -25% | -13% | 9% | 2% | i | 0 | 0.3% | ?
COC(=O)c1ccc2nc(-c3ccco3)c(Cc3ccc(C)cc3)n2c1 | nt | 0% | nt | 15% | nt | i | 33 | 11µM* | ?
Cc1cccc(OCC(=O)N/N=C/c2cccn2C)c1 | 0% | -10% | -9% | nt | 9% | i | 0 | 0.0% | -8%
O=C(O)CCCNC1=NCCC1 | -4% | -5% | -7% | -11% | -7% | i | 4 | -1.1% | -6%
Cc1[nH]c(=S)c(C#N)c(C)c1CC(=O)c1ccc(Br)cc1 | -3% | -32% | -18% | ? | 1% | i | 7 | -0.5% | -15%
CCOC(=O)c1cc(OC(=O)c2ccccc2F)n(-c2ccccc2)n1 | nt | -3% | 8% | 3% | -3% | ? | nt | -0.8% | -7%
O=Nc1ccc(NOC(=O)c2ccccc2Br)cc1 | 7% | -3% | -10% | 8% | 2% | i | -19 | 2.9% | -4%
CC(C)Cc1nnc(NC(=O)C23CC4CC(CC(C4)C2)C3)s1 | 13% | -1% | 8% | nt | 10% | i | 38 | -0.5% | 2%
Cc1ccccc1C(=O)Nc1nc(-c2ccc(Br)cc2)ns1 | nt | -43% | ? | nt | -15% | nt | nt | -0.2% | -30%
O=C(Nc1ccc2oc(-c3ccncc3)nc2c1)c1ccco1 | -30%[inhibitor] | 4% | -7% | 13% | -1% | i | ? | 4.8% | -3%
COCCCNc1nc2ccccc2nc1NS(=O)(=O)c1cc(Cl)ccc1Cl | -8% | -25% | 21µM* | nt | -19% | nt | 0 | 2.2% | -27%
CCn1ncc(C2=NOC(C(=O)NCCc3ccccc3)C2)c1C (stereo not given) | ? | 2% | 10% | 21% | 1% | i | 24 | -0.1% | 23%
CC(C)(C)/C=N/NC(=O)CNC(=O)c1ccc2c(c1)OCCO2 | 0% | 10% | 20% | nt | -10% | i | -3 | -1.1% | 14%
O=C(Nc1ccccc1)OCc1cc(-c2ccc(Cl)cc2)on1 | 11% | -5% | 1% | -8% | -5% | ? | 8 | -0.2% | 0%
CC1CCCC(C)N1C(=O)CN1C(=O)C(C)(C)Oc2ccc(C(=O)NC3CCCC3)cc21 (stereo not given) | 18% | 4% | 2% | -3% | 3% | i | -16 | 0.3% | -8%
COc1cccc(CN2CCN(Cc3ccccc3C(F)(F)F)CC2)c1 | 12% | 1% | 8% | -4% | 1% | i | -5 | -0.5% | -1%
NC(=O)CSc1nnc(Cn2cnc3ccccc32)o1 | ? | 0% | -14% | -15% | 8% | i | -8 | 0.1% | 17%
